Source: PubChem BioAssay
MBNL1 CUG block: blocks human MBNL1 binding to CUG repeat RNA | Q9NR56 | TR-FRET MBNL1-His/biotin-(CUG)12 binding, 665/545 ratio | Potency, µM (titrated, usually from 57.5 µM), for the others: at the highest dose activity change, negative = inhibition, usual class: inhibitors | AID 2675 | 0.036% of 280,000 active; active means well fitted inhibition curve with a large enough effect in the signal ratio, with a control signal flat, not every such curve was filed as active; inconclusive means small, poorly fitted or top-dose-only effect, or effect the other way, or a change in a side signal; inactive means no such curve, though single readings can be large or run the other way; the % refers to the signal ratio; further: potency means the concentration at half of the fitted maximal effect; on the % scale 0 is the no-effect control and ±100 the full control effect
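TR-FRET between His-tagged MBNL1 and biotin-(CUG)12 RNA, detected with Tb anti-His antibody (0.055 ng/ul) and streptavidin-XL665 (5 nM), 60 min at room temperature. Compounds titrated 92 nM to 58 uM; 665/545 nm ratio normalized to buffer and complex controls.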
MLL CXXC-DNA inh: MLL CXXC-DNA interaction inhibition; Q03164; MLL-CXXC / FITC-HOXA9 DNA fluorescence polarization; Potency, µM (top dose mostly 115 µM), inactives show at the top dose activity change, negative = inhibition, most hits filed as inhibitors; 0.037% of 290,000 active; AID 2662; active means well fitted inhibition curve with a large enough effect in the polarisation, with a control signal flat, not every such curve was filed as active; inconclusive means small, poorly fitted or top-dose-only effect, or effect the other way, or a change in a side signal; inactive means no such curve, though single readings can be large or run the other way; the % refers to the polarisation; further: potency means the concentration at half of the fitted maximal effect
Target sequence (Q03164 whole entry, looked up): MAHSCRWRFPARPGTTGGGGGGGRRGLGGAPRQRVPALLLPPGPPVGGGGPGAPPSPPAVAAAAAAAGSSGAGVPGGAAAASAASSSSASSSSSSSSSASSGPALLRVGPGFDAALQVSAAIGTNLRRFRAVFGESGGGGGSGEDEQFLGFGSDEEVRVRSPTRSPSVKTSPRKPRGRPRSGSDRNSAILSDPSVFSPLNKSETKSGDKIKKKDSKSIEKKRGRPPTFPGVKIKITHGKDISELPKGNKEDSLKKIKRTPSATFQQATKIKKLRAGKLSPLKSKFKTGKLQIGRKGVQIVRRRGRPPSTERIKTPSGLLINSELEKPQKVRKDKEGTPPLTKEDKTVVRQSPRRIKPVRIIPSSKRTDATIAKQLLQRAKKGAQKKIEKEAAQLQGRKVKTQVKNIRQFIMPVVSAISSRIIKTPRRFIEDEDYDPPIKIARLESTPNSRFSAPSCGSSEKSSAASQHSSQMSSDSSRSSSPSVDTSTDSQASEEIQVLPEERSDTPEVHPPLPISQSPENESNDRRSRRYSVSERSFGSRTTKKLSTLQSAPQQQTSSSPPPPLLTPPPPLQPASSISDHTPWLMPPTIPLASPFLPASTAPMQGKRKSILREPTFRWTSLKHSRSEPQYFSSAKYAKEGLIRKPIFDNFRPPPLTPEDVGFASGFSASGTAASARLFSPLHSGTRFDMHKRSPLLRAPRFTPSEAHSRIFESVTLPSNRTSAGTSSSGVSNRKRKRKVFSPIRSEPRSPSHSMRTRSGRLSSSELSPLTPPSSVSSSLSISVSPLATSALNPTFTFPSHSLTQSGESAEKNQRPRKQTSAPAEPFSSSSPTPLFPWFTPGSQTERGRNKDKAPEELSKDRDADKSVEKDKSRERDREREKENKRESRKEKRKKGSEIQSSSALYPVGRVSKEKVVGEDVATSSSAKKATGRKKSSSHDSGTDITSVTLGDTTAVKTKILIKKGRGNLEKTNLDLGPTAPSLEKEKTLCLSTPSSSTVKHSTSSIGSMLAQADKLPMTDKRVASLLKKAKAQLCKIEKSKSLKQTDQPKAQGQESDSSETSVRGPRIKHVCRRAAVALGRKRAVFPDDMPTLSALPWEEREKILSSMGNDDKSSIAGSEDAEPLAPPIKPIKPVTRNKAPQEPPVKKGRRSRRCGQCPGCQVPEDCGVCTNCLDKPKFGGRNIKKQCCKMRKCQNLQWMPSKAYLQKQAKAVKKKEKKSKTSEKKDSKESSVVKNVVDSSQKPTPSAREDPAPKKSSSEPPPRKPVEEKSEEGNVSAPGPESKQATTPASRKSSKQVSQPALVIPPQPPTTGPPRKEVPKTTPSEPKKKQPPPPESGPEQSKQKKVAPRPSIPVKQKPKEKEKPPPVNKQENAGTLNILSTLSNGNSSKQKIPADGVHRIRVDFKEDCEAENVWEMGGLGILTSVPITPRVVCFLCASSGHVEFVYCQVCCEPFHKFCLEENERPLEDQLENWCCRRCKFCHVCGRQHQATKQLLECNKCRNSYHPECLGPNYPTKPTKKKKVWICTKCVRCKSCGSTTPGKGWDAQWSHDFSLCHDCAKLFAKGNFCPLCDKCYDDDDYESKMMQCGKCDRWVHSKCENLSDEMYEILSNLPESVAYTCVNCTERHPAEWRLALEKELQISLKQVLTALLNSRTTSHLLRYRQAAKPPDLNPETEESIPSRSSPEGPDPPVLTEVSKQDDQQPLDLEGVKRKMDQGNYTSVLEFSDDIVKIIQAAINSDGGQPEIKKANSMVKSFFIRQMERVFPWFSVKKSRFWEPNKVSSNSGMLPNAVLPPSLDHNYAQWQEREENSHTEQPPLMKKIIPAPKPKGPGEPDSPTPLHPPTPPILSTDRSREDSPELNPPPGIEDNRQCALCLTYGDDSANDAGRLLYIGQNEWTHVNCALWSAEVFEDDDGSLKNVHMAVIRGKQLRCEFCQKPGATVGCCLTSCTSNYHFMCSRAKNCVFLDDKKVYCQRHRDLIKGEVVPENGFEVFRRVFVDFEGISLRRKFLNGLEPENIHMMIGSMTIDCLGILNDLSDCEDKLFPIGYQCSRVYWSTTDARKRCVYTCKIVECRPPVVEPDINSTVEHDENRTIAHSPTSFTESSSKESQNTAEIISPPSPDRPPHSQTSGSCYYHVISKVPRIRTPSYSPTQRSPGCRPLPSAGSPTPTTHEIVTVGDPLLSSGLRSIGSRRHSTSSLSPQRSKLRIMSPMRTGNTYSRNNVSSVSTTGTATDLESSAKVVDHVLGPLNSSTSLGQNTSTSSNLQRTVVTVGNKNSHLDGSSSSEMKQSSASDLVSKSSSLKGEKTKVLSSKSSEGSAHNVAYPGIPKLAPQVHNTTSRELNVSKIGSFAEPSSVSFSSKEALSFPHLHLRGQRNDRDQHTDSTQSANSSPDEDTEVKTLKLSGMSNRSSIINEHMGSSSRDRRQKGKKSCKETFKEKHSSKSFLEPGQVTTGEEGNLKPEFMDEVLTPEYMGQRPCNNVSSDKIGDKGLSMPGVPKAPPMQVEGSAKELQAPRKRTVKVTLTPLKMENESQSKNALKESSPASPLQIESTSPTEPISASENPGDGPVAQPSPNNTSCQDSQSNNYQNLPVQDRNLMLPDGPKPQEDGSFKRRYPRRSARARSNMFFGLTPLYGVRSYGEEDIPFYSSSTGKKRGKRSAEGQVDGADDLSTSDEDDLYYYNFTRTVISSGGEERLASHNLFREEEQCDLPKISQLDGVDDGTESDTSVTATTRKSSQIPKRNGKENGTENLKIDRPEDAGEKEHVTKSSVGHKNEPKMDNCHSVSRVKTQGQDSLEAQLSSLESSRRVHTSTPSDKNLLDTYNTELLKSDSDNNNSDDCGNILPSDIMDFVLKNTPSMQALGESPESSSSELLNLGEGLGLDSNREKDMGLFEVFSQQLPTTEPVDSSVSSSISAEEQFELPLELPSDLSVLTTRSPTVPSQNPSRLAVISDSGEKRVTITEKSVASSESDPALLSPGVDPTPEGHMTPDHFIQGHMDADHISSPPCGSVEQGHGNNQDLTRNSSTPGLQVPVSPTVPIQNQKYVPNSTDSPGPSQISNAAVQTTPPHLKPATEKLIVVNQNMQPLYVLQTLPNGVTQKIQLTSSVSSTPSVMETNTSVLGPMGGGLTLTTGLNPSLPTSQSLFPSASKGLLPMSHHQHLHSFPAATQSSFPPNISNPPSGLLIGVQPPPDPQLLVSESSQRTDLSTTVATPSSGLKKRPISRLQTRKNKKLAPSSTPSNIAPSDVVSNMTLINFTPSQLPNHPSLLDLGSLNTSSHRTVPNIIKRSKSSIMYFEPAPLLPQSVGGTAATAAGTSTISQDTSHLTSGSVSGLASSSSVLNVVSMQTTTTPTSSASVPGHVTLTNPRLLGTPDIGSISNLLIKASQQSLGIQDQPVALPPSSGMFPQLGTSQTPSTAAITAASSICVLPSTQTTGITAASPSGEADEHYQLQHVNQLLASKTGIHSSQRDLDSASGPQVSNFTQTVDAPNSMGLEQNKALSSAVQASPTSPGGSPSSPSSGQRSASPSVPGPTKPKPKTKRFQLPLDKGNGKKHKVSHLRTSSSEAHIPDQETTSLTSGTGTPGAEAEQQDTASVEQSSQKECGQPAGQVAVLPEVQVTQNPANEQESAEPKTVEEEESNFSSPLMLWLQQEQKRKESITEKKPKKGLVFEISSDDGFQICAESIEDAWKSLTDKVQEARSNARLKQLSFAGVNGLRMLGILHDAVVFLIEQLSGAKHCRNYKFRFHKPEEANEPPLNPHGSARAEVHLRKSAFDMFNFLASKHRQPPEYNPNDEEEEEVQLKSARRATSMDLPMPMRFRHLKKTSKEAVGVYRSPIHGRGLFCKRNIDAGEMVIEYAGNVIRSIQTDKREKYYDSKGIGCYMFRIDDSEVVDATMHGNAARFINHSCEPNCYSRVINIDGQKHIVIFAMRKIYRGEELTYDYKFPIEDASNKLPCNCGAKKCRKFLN
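Fluorescence polarization: 7 uM MLL-CXXC (stock) preincubated 5 min with compounds, then 50 nM fluorescein-HOX-A9 DNA (stock) added; 30 min ambient. Buffer 50 mM Tris-HCl pH 7.5, 50 mM NaCl, 1 mM DTT, 0.05% BSA.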
Integrin act MD: activates integrin-mediated alleviation for muscular dystrophy. alpha7betagal myoblasts, beta-gal FDG fluorescence, 48 h. Potency, µM (series often up to 38.3 µM), inactives show at the top dose activation, hits mostly activators. 0.064% of 350,000 active;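 further: potency means the concentration at half of the fitted maximal effect; 100% = response of the positive control SU9516; nearly all actives have a fitted effect of over 60% in size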
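Alpha7betagal+/- myoblasts (passage 13) were plated 16-24 hr, then exposed to compounds (1:260 dilution of DMSO stock) for 48 hours at 37C. After MPER lysis, β-galactosidase reporter activity was read as FDG fluorescence (ex 480/em 540) after 30 minutes.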
S-ASM inh: inhibitors of human secretory acid sphingomyelinase. 0.006% of 340,000 active. Potency, µM (top dose mostly 57.5 µM), without a hit: top-dose activity change, negative = inhibition, hits mostly inhibitors. placental ASM, HMU-PC fluorogenic substrate, 60 min. AID 504937; further: potency means the concentration at half of the fitted maximal effect
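HMU-PC0 cleavage (9 uM final) by human placental ASM, 60 min at 37 °C following 10 min compound exposure at RT; stopped at pH 10, fluorescence Ex 386/Em 447 nm.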
TSHR antag: human thyrotropin receptor antagonism; AID 504810; TSHR-expressing cells, TSH-stimulated cAMP HTRF, 2 h; hits give low values; activity change, negative = inhibition, % at 11.5 µM; P16473; 0.2% of 330,000 active;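 active means activity change below a set negative limit, meaning inhibition stronger than a set level, cut at about -70% in these data; inconclusive means activity change between two set negative limits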; further: on the % scale 0 is the no-effect control and ±100 the full control effect
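Freshly harvested TSHR cells receive pin-tooled compound, then EC80 TSH at 4nM final. After 2 hours at 37 deg C, antibody in lysis buffer and cAMP-d2 are added; 30 minutes at ambient temperature precede the HTRF read.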
TSG101-PTAP inh: blocks PTAP/TSG101 interaction to inhibit HIV-1 budding. Fluorescence polarization, FITC-PTAP peptide / Tsg101 binding. Potency, µM (top dose mostly 115 µM), for inactives: at the top dose activity change, negative = inhibition, hits mostly inhibitors. 340,000 tested, under 10 active. AID 493005; active means well fitted inhibition curve with a large enough effect in the main read-out, with a control signal flat, not every such curve was filed as active; inconclusive means small, poorly fitted or top-dose-only effect, or effect the other way, or a change in a side signal; inactive means no such curve, though single readings can be large or run the other way; further: potency means the concentration at half of the fitted maximal effect; % of control where 0% means no effect
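Fluorescence anisotropy tracks displacement of a FITC-tagged PTAP peptide (50 nM) from the Tsg101 binding domain (10 uM), following a 20 min room-temperature incubation at pH 7.5.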
Menin MLL FP TR: displaces Texas Red mutant MLL peptide from human menin; AID 1768; O00255; Potency, µM (titrated, usually from 61.6 µM), for inactives: at the top dose FP activity change, negative = inhibition, most hits filed as inhibitors; Menin + Texas Red MLL mutant peptide, fluorescence polarization; 0.23% of 270,000 active; active means well fitted inhibition curve with a large enough effect in the polarisation, with a control signal flat, not every such curve was filed as active; inconclusive means small, poorly fitted or top-dose-only effect, or effect the other way, or a change in a side signal; inactive means no such curve, though single readings can be large or run the other way; the % refers to the polarisation; further: potency means the concentration at half of the fitted maximal effect; % of control where 0% means no effect; many of its hits are not listed in these tables
Mito fusion yeast: mitochondrial division inhibition or fusion activation; S. cerevisiae fusion-defective mutant growth rescue, CellTiterGlo 48 h; Potency, µM (series often up to 46.1 µM), without a hit: at the top dose growth rescue (activation), usual class: activators; 0.23% of 320,000 active; AID 485298;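 further: potency means the concentration at half of the fitted maximal effect; % of control where 0% means no effect; nearly all actives have a fitted effect of over 45% in size; temperature-sensitive fusion mutants such as fzo1-1 at 37 °C on non-fermentable ethanol glycerol medium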
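Temperature-sensitive fusion-defective S. cerevisiae (e.g. fzo1-1, mgm1-5) were grown with compound in YPEG medium (3% ethanol, 3% glycerol) for 48 hours at 37C. Growth rescue was measured as viability by CellTiterGlo luminescence after 10 minutes at ambient.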
A-T KAP1 phos: potential ataxia-telangiectasia treatments restoring KAP-1 phosphorylation; 0.19% of 320,000 active; AID 485349; […] A-T fibroblasts, KAP-1 phosphorylation AlphaLISA; neocarzinostatin DNA damage 30 min before lysis; Potency, µM (highest dose often 57.5 µM), inactives show at the top dose activation, hits mostly activators; further: potency means the concentration at half of the fitted maximal effect; % of control where 0% means no effect; nearly all actives have a fitted effect of over 45% in size
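ATM-like activity read as KAP-1 phosphorylation via AlphaLISA donor/acceptor antibody pairs after lysis and 6 hr at 25C. Cells were ATM-null patient fibroblasts ([…], hTERT), dosed 60 min, then exposed to the DSB inducer NCS for 30 min.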
TCR act: activators of T cell receptors | Potency, µM (highest dose often 9.22 µM), without a hit: at the highest dose activation of IL-2 secretion, hits mostly activators | 330,000 tested, under 10 active | primary human leukocytes, anti-CD3, IL-2 HTRF, 48 h; further: % of control where 0% means no effect
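HTRF read-out of IL-2 secretion: europium cryptate donor excited at 320nm, d2 acceptor emission at 665nm. Cells were primary human leukocytes incubated 48 hr with compounds and a-CD3 beads, supplying TCR signal only.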
Numbers without * were called inactive; ? = inconclusive; · = not tested or not shown; [ ] = another dose, or the depositor's remark. Unless noted, the call rests on the fitted dose curve; in most records, active means well fitted curve in the direction sought with a large enough effect; inconclusive means small, poorly fitted or top-dose-only effect, or another doubt; inactive means no such curve, though single readings can be large; an effect the other way counts as inactive or inconclusive. Some of the compounds tested, so the mix of outcomes need not match the whole.

SMILES	MBNL1 CUG block	MLL CXXC-DNA inh	Integrin act MD	S-ASM inh	TSHR antag	TSG101-PTAP inh	Menin MLL FP TR	Mito fusion yeast	A-T KAP1 phos	TCR act
CNC(=O)c1csc(-c2cccs2)n1	24.3%	-2.5%	5.2%	-0.6%	-1.1	2.7%	-9.0%	-1.8%	1.3%	-1.1%
COc1ccc(C2CC(c3ccc(Br)cc3)=NN2C(=O)CSC2=NN3CCCC(=O)N=C3S2)cc1 (stereo not drawn)	39.0%[activator]	-13.5%	?	-11.8%	9.1	-0.5%	-1.2%	-3.1%	1.8%	13.4%
Cc1cc(C)cc(NC(=O)CSc2nc(=O)n(CCCN3CCOCC3)c3c2CCCC3)c1	·	·	-13.6%	-3.2%	-11.1	-6.4%	·	-0.4%	7.3%	·
Cc1ccc(Cl)cc1NC(=O)COC(=O)CCN1C(=O)C2CC=CCC2C1=O (stereo not drawn)	·	·	0.0%	1.0%	0.6	-4.7%	·	·	28.6%	0.8%
CCOc1cc(/C=C2\SC(=S)N(N3CCOCC3)C2=O)ccc1O	1.0%	-0.6%	-18.4%	-6.3%	-6.6	-2.9%	·	-3.8%	-4.2%	5.0%
CC(=O)Nc1ccc(NC(=O)CNS(=O)(=O)c2ccc(C)cc2)cc1	0.2%	-2.1%	2.2%	-0.1%	2.5	-4.0%	1.8%	-0.9%	-3.5%	0.8%
CCOC(=O)C(CC(=O)Nc1nc(C(C)=O)c(C)s1)C(C)c1ccccc1 (stereo not drawn)	46.6%[activator]	-0.5%	17.0%	4.3%	1.0	-7.5%	1.3%	?	8.6%	-16.1%
C[C@H](CO)N1C[C@H](C)[C@@H](CN(C)Cc2ccncc2)Oc2c(NC(=O)C3CCCCC3)cccc2C1=O	·	·	9.9%	-1.6%	-5.1	-0.8%	·	·	2.1%	1.2%
C=CCOC(=O)C1=C[C@H](c2cn(C(C)=O)c3ccccc23)C[C@H](OCc2ccc(CO)cc2)O1	-5.2%	-15.4%	2.2%	-2.7%	-4.6	0.5%	-4.0%	4.4%	-13.9%	2.6%
Cc1oc2c(C)c(O)ccc2c(=O)c1-c1nncn1-c1ccccc1	0.2%	-10.3%	-34.6%	11.8%	2.6	4.7%	10.1%	-2.1%	-0.2%	-5.1%
COc1ccc(CN2CCN(S(=O)(=O)c3ccccc3)CC2)c(OC)c1	-5.9%	4.5%	-22.4%	3.5%	2.0	-7.5%	-15.1%	0.7%	0.2%	-3.0%
Nc1scc2c(C(=O)N/N=C/c3ccc(Cl)cc3)nn(-c3ccccc3)c(=O)c12	?	-3.3%	12.2%	?	-13.3	-7.2%	?	-0.7%	-2.5%	-4.9%
CC1Cc2ccccc2N1C(=O)CSc1nnc2c(n1)[nH]c1ccc(F)cc12 (stereo not drawn)	-3.9%	12.5%	-27.0%	-8.6%	-7.5	-3.4%	15.1%	13.6%	-1.9%	4.9%[46.1 µM]
CC(C(=O)N1CCCC1)N1CCN(S(=O)(=O)c2ccc(C(C)(C)C)cc2)CC1 (stereo not drawn)	·	·	?	2.8%	4.2	-7.5%	·	2.5%	-13.0%	-4.2%
Cc1ccccc1OCc1nnc(SCCN2CCCC2)n1-c1ccccc1	-0.4%	4.0%	-38.4%	-0.4%	-2.8	-0.8%	?	-7.1%	6.5%	-0.6%
COc1cc(/C=N/n2cnnc2)ccc1OC(=O)c1ccncc1	-4.3%	6.4%	11.5%	10.2%	-13.2	-3.5%	13.7%	-7.3%	0.7%	·
Nc1ncnc2c1ncn2[C@@H]1O[C@H](CNS(=O)(=O)c2cc3ccccc3s2)[C@@H](O)[C@H]1O	·	·	10.4%	-0.1%	-14.6	-1.2%	·	·	-2.4%	-2.7%[46.1 µM]
COc1ccc(OC)c(/C=C/c2[nH]c(=O)[nH]c(=O)c2[N+](=O)[O-])c1	-0.9%	?	-34.0%	-2.7%	1.3	1.6%	54.9%[activator]	-2.3%	-11.1%	·
C#CCn1c(=NC(=O)c2cc(Cl)sc2Cl)sc2cc(S(N)(=O)=O)ccc21	28.7%	8.7%	-1.0%	-11.5%	4.2	-3.9%	-4.6%	8.8%	-4.1%	-3.6%[46.1 µM]
Cc1ccc(OCCNC(=O)c2ccccc2N)cc1	-5.0%	3.9%	20.8%	11.0%	-2.8	-3.1%	-5.6%	-26.3%	0.5%	7.1%[46.1 µM]
N/C(COc1ccc(C(=O)O)cc1)=N\O	2.7%	-9.8%	-4.9%	1.9%	3.5	-3.5%	4.7%	-6.3%	3.7%	8.6%
CCOCCCNC(=O)C1c2ccccc2C(=O)N2CCc3ccccc3C12 (stereo not drawn)	10.5%	0.5%	7.0%	8.6%	3.3	-6.1%	-6.5%	1.7%	4.6%	-2.8%
COc1ccc(CCNC(=O)CSc2ccc(-c3ccccc3)nn2)cc1OC	-7.0%	1.0%	7.1%	-2.3%	-2.6	-3.8%	-5.5%	2.3%	-5.1%	-0.1%
N#CCCC1CCCC=C1N(Cc1ccccc1)C(=O)C(Cl)Cl (stereo not drawn)	1.8%	28.4%	-2.3%	-1.9%	18.7	-1.2%	·	4.1%	?	-30.6%
Cc1oc2ccc(O)cc2c1C(=O)c1ccc(F)cc1	·	·	-10.5%	-2.8%	·	-4.9%	·	·	·	-2.3%
Later entries.
SMILES	MBNL1 CUG block	MLL CXXC-DNA inh	Integrin act MD	S-ASM inh	TSHR antag	TSG101-PTAP inh	Menin MLL FP TR	Mito fusion yeast	A-T KAP1 phos	TCR act
Cc1cc(C)c(S(=O)(=O)N2CCN(c3nc4c(c(=O)n(C)c(=O)n4C)n3C)CC2)c(C)c1	1.6%	-2.4%	·	·	-5.9	·	1.9%	-0.3%	7.4%	·
O=C(NCN1CCc2ccccc2C1)c1ccccc1	-1.1%	-5.0%	16.9%	1.6%	-1.0	-5.7%	-0.6%	-1.1%	17.5%	3.9%
CSCCOC(=O)c1[nH]c2c(c1C)C(=O)CC(c1ccco1)C2 (stereo not drawn)	-0.9%	5.8%	-44.8%	-0.3%	-1.4	-0.8%	21.1%	12.9%	-3.1%	3.3%
CCc1ccccc1N(CC(=O)NCC1CCCO1)C(=O)CCC(=O)Nc1nccs1 (stereo not drawn)	1.2%	-3.7%	?	-0.6%	-5.5	-0.2%	-2.5%	0.6%	3.1%	-0.3%
NC(=O)c1ccc(-n2nnnc2SCC(=O)Nc2ccccc2-c2ccccc2)cc1	-21.2%	4.5%	0.8%	-0.4%	-5.9	-4.4%	?	0.8%	-4.2%	-5.1%
CN(C)c1ccc(NC(=O)C(=O)NCCOc2ccccc2)cc1	1.7%	1.4%	-5.9%	3.5%	0.4	-0.7%	?	2.9%	-1.0%	2.6%
CCN(c1cccc(C)c1)S(=O)(=O)c1ccc2c(c1)CCN2C(C)=O	-15.1%	4.0%	-31.4%	-2.2%	-4.3	-1.3%	7.5%	3.7%	-0.8%	-0.9%
COc1cccc(C2=NN(C(=O)c3ccccc3)C(O)(C(F)(F)F)C2)c1 (stereo not drawn)	-5.5%	6.1%	-14.2%	-3.3%	3.1	-2.5%	·	6.2%	-1.2%	-5.5%
Cc1cccc(Nc2nnc(SCC(=O)c3ccc(Br)s3)s2)c1C	46.4%[activator]	4.1%	2.4%	-7.3%	-3.2	5.0%	?	?	1.9%	9.3%[46.1 µM]
O=c1c(Cl)c(Cl)cnn1-c1ccccc1	?	16.0%	-60.4%[inhibitor]	2.0%	-6.2	-7.2%	-1.8%	-3.4%	-7.3%	9.3%[46.1 µM]
Fc1ccc(-c2nn3c(C4COc5ccccc5O4)nnc3s2)cc1 (stereo not drawn)	-0.4%	64.5%[activator]	-6.5%	-15.2%	-0.8	-0.4%	-4.5%	3.6%	-6.5%	0.3%
C=CCn1c2ccccc2c2nnc(SCc3ccc4nonc4c3)nc21	-7.4%	-4.2%	4.6%	-10.2%	-4.6	-2.1%	-1.5%	8.9%	-8.7%	-10.4%
CCc1nc(NC(C)C)c2oc3ccccc3c2n1	16.0%	1.7%	-19.8%	-2.7%	-8.4	-1.4%	-8.4%	0.7%	9.3%	-0.1%
CCSc1ncc(Cl)c(C(=O)N(Cc2ccc(N(C)C)cc2)C2CCS(=O)(=O)C2)n1 (stereo not drawn)	4.8%	0.1%	-17.3%	-1.7%	-5.5	-3.6%	-21.1%	7.5%	-1.6%	-2.2%
